Screening results deposited in PubChem BioAssay by several laboratories.
BH1578 lux ind – inducers of Vibrio cholerae quorum light production without autoinducers; 0.16% of 350,000 active; V. cholerae BH1578 lux reporter, luminescence, 6 h; activation, % at 18.7 µM; in the data active = activation mostly above about 9.7%, no sharp cut-off; also: not every result past the cut was called active; inactives centre near 0; reference of the scale not given here
Anthrax LF prot – inhibitors of Bacillus anthracis lethal factor protease; P15917; multiplex microsphere protease cleavage assay, LF; inhibition, % at 10 µM; 0.12% of 360,000 active; in the data active = inhibition above about 30%; also: plate controls were buffer without enzyme for full effect and enzyme alone for no effect
MazEF act – MazEF (E. coli) toxin RNase activation | AID 504720 | 0.32% of 350,000 active | FAM/BHQ RNA-DNA oligo cleavage fluorescence, 5 h | activation, % at 20 µM; in the data active = activation above about 50%
3CLpro inhibitor – SARS-CoV 3CLpro protease inhibition. P0C6X7. recombinant SARS-CoV 3CLpro, quenched FRET peptide cleavage. inhibition, % at 6 µM. 0.14% of 290,000 active; in the data active = inhibition above about 12%
VHR inh abs – inhibitors of human VHR1 phosphatase (DUSP3) | P51452 | recombinant VHR phosphatase, pNPP absorbance | inhibition, % at 13.3 µM | 0.52% of 290,000 active | AID 1654; in the data active = inhibition above about 50%; also: some compounds called inactive have numbers as strong as hits
Yp Topo-I inh – inhibitors of Yersinia pestis topoisomerase I; 0.064% of 360,000 active; AID 504884; activity, % at 10 µM; Y. pestis Topo-I cleavage product accumulation, plate reader; in the data active = activity above about 50%, passing the limit was not always enough; also: inactives centre near 2
PriA SSB inh – K. pneumoniae PriA-SSBct interaction inhibition | inhibition, % at 33 µM | AlphaScreen SSBct-PriA binding, biotinylated peptide | 0.6% of 430,000 active; in the data active = inhibition mostly above about 37%, no sharp cut-off; inactive = mostly below about 20%;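 also: plate controls were negative control peptide for no effect and reference peptide for full effect; strong numbers were not always called active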
Rv3671c protease – Rv3671c (M. tuberculosis) protease inhibition; P9WHR9; inhibition, % at 5.96 µM; 0.048% of 320,000 active; in the data active = inhibition above about 38%;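 also: extracellular domain of Rv3671c used as enzyme; 0% = enzyme with DMSO and 100% = no enzyme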
TcdB inh – blocks C. difficile toxin B glycohydrolase activity; TcdB glycohydrolase enzymatic assay, plate reader; 0.24% of 350,000 active; AID 652162; inhibition, % at 9.99 µM; in the data active = inhibition above about 10%
Target sequence (P18177 whole entry, looked up): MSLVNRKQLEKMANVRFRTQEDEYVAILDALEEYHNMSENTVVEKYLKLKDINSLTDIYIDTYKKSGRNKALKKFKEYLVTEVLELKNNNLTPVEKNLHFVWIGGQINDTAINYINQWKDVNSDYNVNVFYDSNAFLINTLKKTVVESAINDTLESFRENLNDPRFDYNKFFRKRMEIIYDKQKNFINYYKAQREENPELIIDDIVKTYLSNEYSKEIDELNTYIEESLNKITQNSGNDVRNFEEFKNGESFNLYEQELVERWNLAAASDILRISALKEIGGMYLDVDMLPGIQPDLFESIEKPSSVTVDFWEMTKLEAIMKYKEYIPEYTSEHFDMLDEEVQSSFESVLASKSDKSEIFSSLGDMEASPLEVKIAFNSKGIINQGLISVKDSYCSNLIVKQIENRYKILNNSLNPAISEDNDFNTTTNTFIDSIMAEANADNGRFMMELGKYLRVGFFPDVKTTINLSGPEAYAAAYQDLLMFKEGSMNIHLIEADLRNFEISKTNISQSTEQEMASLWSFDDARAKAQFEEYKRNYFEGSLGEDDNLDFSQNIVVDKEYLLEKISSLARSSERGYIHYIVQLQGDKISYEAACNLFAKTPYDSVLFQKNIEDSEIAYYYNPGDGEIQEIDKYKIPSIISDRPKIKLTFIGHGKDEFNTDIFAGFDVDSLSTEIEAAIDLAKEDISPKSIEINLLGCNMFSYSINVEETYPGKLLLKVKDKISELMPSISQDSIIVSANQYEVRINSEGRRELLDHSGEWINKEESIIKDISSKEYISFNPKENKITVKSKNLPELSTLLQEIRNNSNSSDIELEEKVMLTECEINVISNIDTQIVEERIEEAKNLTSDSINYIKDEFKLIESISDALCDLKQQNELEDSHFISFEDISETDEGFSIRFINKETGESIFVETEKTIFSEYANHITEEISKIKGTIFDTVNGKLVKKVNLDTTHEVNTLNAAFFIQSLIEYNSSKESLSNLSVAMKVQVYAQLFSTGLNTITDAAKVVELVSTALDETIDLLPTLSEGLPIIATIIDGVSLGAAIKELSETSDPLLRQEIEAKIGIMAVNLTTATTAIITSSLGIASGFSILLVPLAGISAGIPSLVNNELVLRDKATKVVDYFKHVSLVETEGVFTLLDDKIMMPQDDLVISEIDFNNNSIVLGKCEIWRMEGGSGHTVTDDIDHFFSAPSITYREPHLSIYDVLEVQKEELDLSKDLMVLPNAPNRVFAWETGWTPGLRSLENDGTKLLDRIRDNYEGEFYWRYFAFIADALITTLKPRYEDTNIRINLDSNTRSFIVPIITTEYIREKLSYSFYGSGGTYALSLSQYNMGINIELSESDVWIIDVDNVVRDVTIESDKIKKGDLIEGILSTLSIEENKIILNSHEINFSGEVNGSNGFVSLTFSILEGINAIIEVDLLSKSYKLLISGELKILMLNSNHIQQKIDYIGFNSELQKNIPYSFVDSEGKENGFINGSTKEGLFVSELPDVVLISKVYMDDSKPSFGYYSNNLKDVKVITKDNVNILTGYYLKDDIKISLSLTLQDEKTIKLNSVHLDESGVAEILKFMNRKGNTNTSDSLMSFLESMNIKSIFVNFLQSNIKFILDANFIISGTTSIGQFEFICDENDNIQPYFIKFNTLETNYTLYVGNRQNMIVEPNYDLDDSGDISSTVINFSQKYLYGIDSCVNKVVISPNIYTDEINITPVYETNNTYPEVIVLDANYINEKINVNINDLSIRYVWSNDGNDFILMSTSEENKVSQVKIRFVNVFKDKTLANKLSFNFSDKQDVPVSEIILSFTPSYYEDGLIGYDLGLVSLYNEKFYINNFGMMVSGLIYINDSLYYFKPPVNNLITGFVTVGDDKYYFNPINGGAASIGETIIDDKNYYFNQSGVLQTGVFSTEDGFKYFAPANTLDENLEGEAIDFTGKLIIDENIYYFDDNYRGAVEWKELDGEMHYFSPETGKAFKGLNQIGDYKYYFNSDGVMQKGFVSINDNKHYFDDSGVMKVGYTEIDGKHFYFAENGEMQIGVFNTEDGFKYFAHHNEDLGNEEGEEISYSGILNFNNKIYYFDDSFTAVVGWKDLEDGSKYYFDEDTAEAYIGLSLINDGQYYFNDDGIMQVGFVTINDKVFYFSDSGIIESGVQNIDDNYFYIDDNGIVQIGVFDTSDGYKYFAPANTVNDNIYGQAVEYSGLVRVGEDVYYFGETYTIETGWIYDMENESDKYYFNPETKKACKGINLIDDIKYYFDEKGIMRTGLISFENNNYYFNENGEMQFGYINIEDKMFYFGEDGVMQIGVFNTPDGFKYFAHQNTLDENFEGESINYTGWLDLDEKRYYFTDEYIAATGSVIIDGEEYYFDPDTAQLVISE
PfHsp40 yeast – rescue of PfHsp40-mediated yeast toxicity | 0.68% of 340,000 active | S. cerevisiae expressing PfHsp40, growth rescue, ATP luminescence | growth rescue, % at 12.5 µM; in the data active = growth rescue above about 28%, passing the limit was not always enough;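 also: yeast W303a lacking pdr1 and pdr3 grown in galactose medium; growth measured after three days at 30 °C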
* hit, by the source's call; i = inactive; / = not tested or not shown; & = joins results of further samples. The list is partial; the hit share may differ from the screen's.

[1] CC1CCc2[nH]c3ccc(C(=O)N(C)CC(=O)Nc4ccccc4C(F)(F)F)cc3c2C1 (stereo not given)
[2] CCOc1cccc(C2CC(=O)Nc3cc(OC)c(OC)cc32)c1 (stereo not given)
[3] Cc1ccc(OCCCC(=O)N(C)CC(=O)Nc2ccccc2Br)cc1
[4] CCOC(=O)C1(CCCc2ccccc2)CCN(C2CCCC2)CC1
[5] COc1cc2c(cc1OC)CN(C(=O)c1ccc3nc[nH]c3c1)CC2
[6] COc1ccc(/C=N/n2c(SC)nnc2-c2ccccc2)c(OC)c1OC
[7] Cc1ccccc1CNC(=O)c1ccc2nc([C@@H]3O[C@H](CO)[C@H](O)[C@H](O)[C@H]3O)[nH]c2c1
[8] CCC(c1nnnn1C1CCCC1)N(Cc1cccs1)Cc1cc2cccc(C)c2[nH]c1=O (stereo not given)

assay / compound	1	2	3	4	5	6	7	8
BH1578 lux ind	-0.7	-0.9	i	i	i	/	1.0	-0.3
Anthrax LF prot	2	-6	-6	-3	1	-3	3	-1
MazEF act	0	4	3	3	1	-3	/	2
3CLpro inhibitor	/	1	/	0	1	2	/	6
VHR inh abs	/	-3	/	-21	26	-17	/	29
Yp Topo-I inh	-9	9	5	12	6	29	3	35
PriA SSB inh	15	-12	-3	-5	1	/	/	-12
Rv3671c protease	1	1	1	4	-3	/	/	-21
TcdB inh	1.9	1.2	0.5	-0.3	0.3	/	0.4	/
PfHsp40 yeast	3.7	-0.3	0.0	-0.2	4.4	0.7	/	-0.6

From compound 6 up to 8, as listed above:
[6] COc1ccc(/C=N/n2c(SC)nnc2-c2ccccc2)c(OC)c1OC
[7] Cc1ccccc1CNC(=O)c1ccc2nc([C@@H]3O[C@H](CO)[C@H](O)[C@H](O)[C@H]3O)[nH]c2c1
[8] CCC(c1nnnn1C1CCCC1)N(Cc1cccs1)Cc1cc2cccc(C)c2[nH]c1=O (stereo not given)

assay / compound	6	7	8
BH1578 lux ind	/	1.0	-0.3
Anthrax LF prot	-3	3	-1
MazEF act	-3	/	2
3CLpro inhibitor	2	/	6
VHR inh abs	-17	/	29
Yp Topo-I inh	29	3	35
PriA SSB inh	/	/	-12
Rv3671c protease	/	/	-21
TcdB inh	/	0.4	/
PfHsp40 yeast	0.7	/	-0.6

The list goes on.
[9] CCOc1cc(/C=C2/C(=O)N(c3ccccc3)N=C2C)ccc1OC(=O)c1cccs1
[10] O=C(Nc1ccc(N2CCN(Cc3ccccc3F)CC2)cc1)c1ccc([N+](=O)[O-])o1
[11] NC(=O)c1cc(NC(=O)c2cc(Br)c(Br)s2)cc(C(N)=O)c1
[12] CC(C)=CCC/C(C)=C/Cc1c(O)ccc(C(=O)/C=C/c2ccc(O)cc2)c1O
[13] CC(C)C#Cc1ccc2c(c1)O[C@@H](CN(C)C(=O)c1cnccn1)[C@@H](C)CN([C@@H](C)CO)S2(=O)=O
[14] CCOC(=O)c1cncc(NC(=O)c2ccccc2)c1
[15] O=C1NC(=O)C(=Cc2ccc(OCCOc3ccc([N+](=O)[O-])cc3)cc2)C(=O)N1
[16] CCCCCCSc1nc(O)c(C2OC(=O)c3c2ccc(OC)c3OC)c(=O)n1CC (stereo not given)

assay / compound	9	10	11	12	13	14	15	16
BH1578 lux ind	0.1	i	3.1	-0.4	i	0.0	i	/
Anthrax LF prot	-2	2	-1	3	2	-2	-1	4
MazEF act	-6	0	10	-19	7	9	-2	-8
3CLpro inhibitor	6	-3	0	-2	/	-5	1	6
VHR inh abs	25	-2	8	12	/	-16	5	-2
Yp Topo-I inh	6	-1	6	-1	19	-6	1	9
PriA SSB inh	-2	-1	6	20	/	-13	-3	-8
Rv3671c protease	-175	0	-85	-61	/	-4	-14	5
TcdB inh	1.3	0.8	1.3	-1.5	1.7&-0.6&0.0	/	0.5	0.2
PfHsp40 yeast	-0.4	1.5	2.0	0.4	/	-0.3	-0.5	2.5

[17] CCN1C(=O)[C@H]2[C@@H](c3ccc(-c4cccc(Cl)c4)cc3)N[C@@](CC(C)C)(C(=O)OC)[C@H]2C1=O
[18] CCOc1ccccc1CN1CCN(S(=O)(=O)CC)CC1
[19] CC1(CCc2ccccc2)NC(=O)N(Cc2cc([N+](=O)[O-])cc3c2OCOC3)C1=O (stereo not given)
[20] c1ccc(-c2csc(Nc3cccnc3)n2)cc1
[21] COC(=O)c1ccc(C(=O)N(Cc2ccccc2)c2ccccc2)cc1
[22] CCOC(=O)N1CCN(c2nc3ccccn3c(=O)c2C=O)CC1
[23] COc1cc(/C=N/Nc2ccc(C(=O)O)cc2)ccc1O
[24] N#CC1=C(N)Oc2c(c(=O)oc3ccccc23)C1c1ccc([N+](=O)[O-])o1 (stereo not given)

assay / compound	17	18	19	20	21	22	23	24
BH1578 lux ind	i	4.8	-0.3	-0.2	-0.2	i	i	-0.3
Anthrax LF prot	2	-4	-8	-5	-1	3	-2	-5
MazEF act	-2	1	1	-11	5	1	2	13
3CLpro inhibitor	/	-2	1	0	0	1	2	5
VHR inh abs	/	25	15	-17	-2	-19	3	-2
Yp Topo-I inh	17	6	2	-4	35	9	-6	-7
PriA SSB inh	2	5	5	-1	-24	-9	/	-11
Rv3671c protease	-8	-3	-3	2	-3	0	-8	-1
TcdB inh	0.9	/	1.7	1.4	-0.3	1.0	2.6	-0.5
PfHsp40 yeast	0.5	0.3	-0.5	-0.2	-0.2	-2.2	2.5	1.2

Looked up by structure from above:
[20] c1ccc(-c2csc(Nc3cccnc3)n2)cc1
[18] CCOc1ccccc1CN1CCN(S(=O)(=O)CC)CC1
[22] CCOC(=O)N1CCN(c2nc3ccccn3c(=O)c2C=O)CC1
[23] COc1cc(/C=N/Nc2ccc(C(=O)O)cc2)ccc1O

assay / compound	20	18	22	23
BH1578 lux ind	-0.2	4.8	i	i
Anthrax LF prot	-5	-4	3	-2
MazEF act	-11	1	1	2
3CLpro inhibitor	0	-2	1	2
VHR inh abs	-17	25	-19	3
Yp Topo-I inh	-4	6	9	-6
PriA SSB inh	-1	5	-9	/
Rv3671c protease	2	-3	0	-8
TcdB inh	1.4	/	1.0	2.6
PfHsp40 yeast	-0.2	0.3	-2.2	2.5

Looked up above:
For PfHsp40 yeast, no. 22 has -2.2
For Yp Topo-I inh, no. 21 has 35
For 3CLpro inhibitor, no. 23 has 2

Additional compounds follow.
[25] O=[N+]([O-])c1ccc(-c2nnc3n2CCCCC3)cc1
[26] O=C(NCc1ccccc1)C1=C[C@@H](C2CCCCC2)C[C@@H](OCCCCO)O1
[27] CC(C)[C@H](NC(=O)[C@@H]1Cc2c([nH]c3ccccc23)C2c3ccccc3C(=O)N21)C(=O)N1CCC[C@H]1C(=O)O (stereo not given in full)
[28] O=C(CSC1=N/C(=C/c2ccco2)C(=O)N1c1ccc(OC(F)F)cc1)NC1CCS(=O)(=O)C1 (stereo not given)
[29] N#Cc1cccc(C(c2nnnn2CCc2ccccc2)N2CCN(C3CCCCC3)CC2)c1 (stereo not given)
[30] COc1ccc(N2CCN(C(=O)c3ccc(-c4nc5ccccc5s4)o3)CC2)cc1
[31] COc1ccccc1C1(O)CC2CCC(C1)N2S(=O)(=O)c1ccc(C(C)=O)cc1 (stereo not given)
[32] Cc1sc2nc(C(C)C)nc(SCC(=O)N3c4ccccc4CC3C)c2c1C (stereo not given)

assay / compound	25	26	27	28	29	30	31	32
BH1578 lux ind	-0.6	i	-0.5	-0.3	-0.5	i	i	0.9
Anthrax LF prot	6	-11	-6	-3	1	-1	-3	1
MazEF act	3	-4	/	-6	-1	10	-1	-7
3CLpro inhibitor	-3	/	/	-4	1	/	-6	-1
VHR inh abs	16	/	/	13	44	/	2	-4
Yp Topo-I inh	1	19	-2	4	-1	11	13	2
PriA SSB inh	-2	1	/	2	1	6	-9	-6
Rv3671c protease	-1	-14	/	-7	-3	-3	0	6
TcdB inh	1.8	-0.2	0.4	-1.3	1.7	-1.4	/	/
PfHsp40 yeast	0.1	1.0	/	0.1	2.6	3.2	0.1	1.0

[33] NS(=O)(=O)c1ccc(CCNc2nn3c(-c4ccc(F)c(Cl)c4)cnc3s2)cc1
[34] C[C@H](CO)N1C[C@H](C)[C@@H](CN(C)S(=O)(=O)c2ccccc2)Oc2c(NC(=O)C3CCCCC3)cccc2C1=O
[35] O=C(NCC1CCCN(Cc2cccc(OCCO)c2)C1)c1ccc(F)cc1 (stereo not given)
[36] N#Cc1c(-c2ccc(F)cc2)ccnc1N1CCOCC1
[37] CCOc1ccc2nc(NC(=O)CSc3nc4c(c(=O)n(C)c(=O)n4C)n3C(C)C)sc2c1
[38] Cc1ccc(SCC(=O)Nc2c(Br)cnn2C)cc1
[39] C#CCSc1cc(C(F)(F)F)nc(-c2ccccn2)n1
[40] CCOC(=O)c1c(-c2cccc([N+](=O)[O-])c2)csc1N

assay / compound	33	34	35	36	37	38	39	40
BH1578 lux ind	-0.3	i	-0.2	4.2	i	12	0.0	i
Anthrax LF prot	-12	0	5	3	-1	-11	-8	-2
MazEF act	/	6	-1	5	-16	6	4	-5
3CLpro inhibitor	/	/	-1	0	1	-5	0	0
VHR inh abs	/	/	18	38	8	16	-5	6
Yp Topo-I inh	-8	23	7	2	6	-9	1	-10
PriA SSB inh	/	-2	-7	-2	-10	-5	-11	10
Rv3671c protease	/	7	7	0	-5	6	3	5
TcdB inh	-0.3	-4.0&0.1	1.5	-0.4	/	0.1	5.6	1.6
PfHsp40 yeast	/	0.7	0.4	-0.7	0.0	0.0	-0.1	1.0

[41] O=C(CCC(=O)N1CCN(c2ccccc2F)CC1)N1CCN(c2ccc(F)cc2)CC1
[42] COc1cccc(-c2nc(C(=O)NCC3CCCO3)cc3c2[nH]c2ccccc23)c1 (stereo not given)
[43] CCCS(=O)(=O)NCCc1cc2c(C)ccc(C)c2[nH]c1=O
[44] CN(Cc1cccs1)C(=O)C1CCN(S(=O)(=O)c2ccccc2)CC1
[45] CC1CCN(S(=O)(=O)c2ccc(-c3nnc(SCc4cccnc4)o3)cc2)CC1
[46] COc1cc(OC)cc(-c2c(-c3cccs3)c3cc(-c4cccc5[nH]ccc45)ccc3n2C)c1
[47] NS(=O)(=O)c1cc(C2(O)NC(=O)c3ccccc32)ccc1Cl (stereo not given)
[48] CC(O)[C@@H](NC(=O)C1CCC(CNC(=O)[C@H](Cc2ccccc2)NC(=O)OC(C)(C)C)CC1)C(=O)O (stereo not given in full)

assay / compound	41	42	43	44	45	46	47	48
BH1578 lux ind	-0.4	-0.7	-0.3	-1.6	i	i	0.4	i
Anthrax LF prot	-4	0	-14	8	-2	-6	3	4
MazEF act	-4	-6	5	-4	-50	-16	8	4
3CLpro inhibitor	2	6	0	/	-8	/	-1	-1
VHR inh abs	16	5	0	/	32	/	5	17
Yp Topo-I inh	25	-5	-1	14	-10	-20	-1	-10
PriA SSB inh	2	-4	-14	-20	-21	15	0	-5
Rv3671c protease	0	-46	-15	-4	0	10	3	3
TcdB inh	0.1	0.1	0.7	0.5	/	1.3	0.2	1.4
PfHsp40 yeast	0.1	3.8	-1.2	-1.0	0.2	0.1	2.1	-1.2

[49] Cn1cc(Cl)c(C(=O)N/N=C/c2ccc(OS(=O)(=O)c3ccccc3)cc2)n1
[50] Cc1c(NC(=O)COc2cccc(F)c2)c(=O)n(-c2ccccc2)n1C
[51] COc1ccccc1NC(=S)N(Cc1ccccc1)Cc1ccccn1
[52] Cc1cccc(N(CC(=O)NCc2ccc3c(c2)OCO3)C(=O)CCC(=O)Nc2ccccn2)c1

assay / compound	49	50	51	52
BH1578 lux ind	-0.3	-2.5	-0.3	-1.2
Anthrax LF prot	3	-4	3	-3
MazEF act	3	1	2	1
3CLpro inhibitor	-4	/	3	-4
VHR inh abs	36	/	-4	17
Yp Topo-I inh	4	-1	15	29
PriA SSB inh	/	-11	-12	-13
Rv3671c protease	-9	-9	-4	-2
TcdB inh	/	1.6	/	/
PfHsp40 yeast	0.0	-1.1	-0.3	0.2
